GPR151 ag = human GPR151 activation | Q8TDV0 | PathHunter beta-arrestin GPR151 cells, luminescence | 650,000 tested, 1% active | activation, % at 11.2 µM; in the data active = activation above about 4.9%;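 also: 0% = median of compound wells and 100% = cells with positive control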
Target sequence (Q8TDV0 whole entry, looked up): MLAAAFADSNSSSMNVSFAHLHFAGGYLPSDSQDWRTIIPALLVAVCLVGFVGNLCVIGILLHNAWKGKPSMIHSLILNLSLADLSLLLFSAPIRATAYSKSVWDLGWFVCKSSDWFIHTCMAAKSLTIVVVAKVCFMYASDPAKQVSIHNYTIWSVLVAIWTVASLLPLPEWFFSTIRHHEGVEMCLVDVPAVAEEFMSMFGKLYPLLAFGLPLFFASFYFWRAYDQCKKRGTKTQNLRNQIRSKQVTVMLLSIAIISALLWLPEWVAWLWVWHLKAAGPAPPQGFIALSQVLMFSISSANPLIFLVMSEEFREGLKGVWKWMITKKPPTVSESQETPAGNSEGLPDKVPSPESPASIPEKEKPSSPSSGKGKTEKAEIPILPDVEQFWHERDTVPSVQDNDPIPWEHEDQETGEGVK
TEAD-YAP inh = TEAD-YAP interaction inhibition; HEK-TIYL cells, TEAD-Gal4/YAP UAS-luciferase luminescence; inhibition, % at 9.12 µM; 640,000 tested, 1.4% active; in the data active = inhibition above about 32%;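 also: 0% = median of test compound wells and 100% = reference inhibitor wells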
MITF primary = blocks human microphthalmia-associated transcription factor | 650,000 tested, 0.91% active | O75030 | AlphaScreen MITF homodimerization, bead proximity signal | inhibition, % at 2.6 µM; in the data active = inhibition above about 50%;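 also: 0% = vehicle wells with protein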
Target sequence (O75030 whole entry, looked up): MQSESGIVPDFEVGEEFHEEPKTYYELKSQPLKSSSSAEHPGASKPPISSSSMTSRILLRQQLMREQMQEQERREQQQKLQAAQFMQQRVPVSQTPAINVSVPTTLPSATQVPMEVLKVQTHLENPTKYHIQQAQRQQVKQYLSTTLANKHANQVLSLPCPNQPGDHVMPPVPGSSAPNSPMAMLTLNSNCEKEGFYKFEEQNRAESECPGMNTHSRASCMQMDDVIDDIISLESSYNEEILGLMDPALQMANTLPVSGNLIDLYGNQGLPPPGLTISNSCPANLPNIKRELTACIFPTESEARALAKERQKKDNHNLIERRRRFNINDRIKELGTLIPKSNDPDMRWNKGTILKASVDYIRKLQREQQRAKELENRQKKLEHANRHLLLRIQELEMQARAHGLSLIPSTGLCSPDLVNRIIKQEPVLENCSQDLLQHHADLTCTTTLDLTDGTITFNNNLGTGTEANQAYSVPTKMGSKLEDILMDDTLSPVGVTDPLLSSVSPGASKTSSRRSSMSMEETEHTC
FBW7 activator = activators of human E3 ligase FBW7. Q969H0. AlphaScreen FBW7–phospho-cyclin E peptide binding, activator screen. normalized activity (activation), % at 26.1 µM. 650,000 tested, 0.13% active; in the data active = normalized activity above about 1.9%;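 also: purified mutant Fbw7 with reduced substrate affinity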
* hit, by the source's call.

SMILES | GPR151 ag | TEAD-YAP inh | MITF primary | FBW7 activator
CCC(C(=O)O)n1cnc2scc(-c3ccc(Br)cc3)c2c1=O (stereo not given) | 1.7 | 7 | 6 | 0.3
NC(=O)c1c(NC(=O)CCN2C(=O)c3ccccc3C2=O)sc2c1CCC2 | -1.7 | 6 | 15 | 0.1
CCC1CCCCN1CCN1C(=O)C2C(C(=O)Nc3ccc(C(C)C)cc3)C3C=CC2(O3)C1C(=O)NC1CCCC(C)C1C (stereo not given) | 4.3 | 17 | 8 | 0.0
Cc1cccc(C(=O)Nc2sc3c(c2C(N)=O)CC(C)(C)NC3(C)C)c1 | 2.0 | -2 | -6 | 0.2
O=C(N/N=C/c1ccc([N+](=O)[O-])c(O)c1)c1ccccn1 | -4.1 | -51 | -1 | -0.3
CC1(c2ccc(Cl)cc2Cl)NC(=O)N(CC(=O)N2CCCc3ccccc32)C1=O (stereo not given) | 2.5 | 4 | 23 | 0.2
Cc1ccc(C2CC(c3cccs3)=NN2C(=O)CSc2nnc(CNC(=O)c3ccc(S(=O)(=O)N(C)C)cc3)n2C)cc1 (stereo not given) | 1.2 | 15 | -1 | 0.0
CC(C)N(CCNc1nc(NC2CCN(Cc3ccccc3)CC2)nc2c1ncn2-c1ccccc1)C(C)C | 3.8 | 6 | -1 | 0.0
Cc1ccc(-c2noc(CNC(=O)c3ccc(Br)o3)n2)cc1 | -1.5 | -4 | -11 | 0.2
O=C(Nc1ccccc1)NC1(C(F)(F)F)Oc2cc(Cl)c(Cl)cc2O1 | 0.7 | -6 | -10 | -0.3
O=C(O)c1ccc(N2C(=O)CC(N3CCN(c4cccc(Cl)c4)CC3)C2=O)cc1 (stereo not given) | 0.4 | 7 | 8 | 0.1
O=C(CSc1ccc2nnc(-c3ccncc3)n2n1)N1CCc2ccccc21 | 1.3 | 6 | 4 | 0.0
Cc1cc2oc(=O)cc(C)c2cc1NC(=O)COc1ccccc1 | 0.1 | 19 | 4 | -0.1
O=C(Cn1c(=O)n(Cc2ccco2)c(=O)c2oc3ccccc3c21)Nc1cccc(Cl)c1 | 0.6 | 9 | 2 | 0.6
CCC(=O)N(CCC(Cc1ccccc1)c1ccc2c(c1)OCO2)Cc1ccc2c(c1)OCO2 (stereo not given) | -2.1 | -6 | -3 | -0.1
O=C(c1ccncc1)N1CCN(Cc2ccc3c(c2)OCO3)CC1 | -0.9 | -6 | 87* | 0.8
CCOC(=O)c1cc(S(=O)(=O)Nc2cccc(CC)c2)cn1C | -1.0 | 4 | 1 | 0.1
CC1CCCC(NC(=O)CSc2cc(=O)n(C)c3ccc(Cl)cc23)C1C (stereo not given) | 1.2 | -34 | -6 | -0.4
Cc1ccc(-n2c(C)cc(C)c(C(N)=O)c2=O)cc1 | -0.2 | 14 | -1 | 0.1
CC(C)COc1ccc(-c2nc3sc4c(c3c(=O)[nH]2)CCCC4)cc1 | 0.0 | -13 | -12 | -0.1
CCCOc1ccc(/C(O)=C2/C(=O)C(=O)N(CCN(C)C)C2c2ccc(OC)cc2)c(C)c1 (stereo not given) | -1.1 | -7 | 4 | -0.1
O=C(CSc1cn(CC(=O)N2CCCC2)c2ccccc12)N1CCOCC1 | 1.9 | -14 | -13 | 0.2
CCOC(=O)C1C(c2cccc3ccccc23)NC(=S)NC1(O)C(F)(F)F (stereo not given) | 0.4 | 7 | 7 | -0.1
CCOc1ccc(NC(=O)CSc2nc3c(c(=O)n2-c2ccccc2OC)SCC3)cc1 | 0.6 | 24 | 2 | -0.1
CC(C)N(CCNc1cc(-c2ccccc2)ncn1)C(C)C | -2.1 | 1 | -7 | -0.1
Cc1ccc(-n2nc3c(c2NC(=O)CC(C)C)CSC3)cc1 | 0.1 | 6 | -4 | -0.2
CC(C)=C1C2CCC1C(C(=O)NCCC1=CCCCC1)C2C(=O)O (stereo not given) | -0.5 | 2 | 0 | 0.1
COc1ccc(Nc2ccc(-c3cccc(Cl)c3)cn2)cn1 | -0.5 | -15 | 1 | -0.5
O=C(NCc1cccc(C(F)(F)F)c1)c1ccc2nc(NCc3cccnc3)sc2c1 | -0.7 | 4 | -2 | 0.1
COc1ccc(NC(=S)NC(=O)Cc2ccccc2)c(OC)c1 | 0.5 | -2 | 5 | -0.3
CCCn1c2ccccc2n2c(C(=O)OCC)c(C)nc12 | 0.2 | 5 | -1 | -0.1
Cc1cn2c(C)nc([N+](=O)[O-])c2n1CCO | 0.0 | -10 | 2 | -0.1
O=C(c1ccc(F)cc1)c1c[nH]c2cc3c(cc2c1=O)OCCO3 | 0.4 | 1 | 6 | 0.0
CC(=O)NC1C(Oc2ccccc2)OC2COC(C)(C)OC2C1O (stereo not given) | -0.3 | -5 | 4 | 0.1
Cc1ccc(C(=S)N2CC(C)OC(C)C2)cc1 (stereo not given) | 2.3 | 2 | 0 | -0.2
Cc1ccc(N2C(=O)C3C4C=CC(C4)C3(C)C2=O)cc1Cl (stereo not given) | 0.4 | -8 | -8 | -0.1
O=C(CSc1nc2ccccc2c(=O)n1CCCC(=O)N1CCCC1)NCCC1=CCCCC1 | 0.4 | 6 | -7 | -0.1
Cc1ccc(C)c(S(=O)(=O)Nc2ccc(O)c(Sc3ncn[nH]3)c2)c1 | 0.8 | -14 | -4 | -0.2
CCCOc1ccc(C(=O)Nc2ccc(NC(=O)c3ccco3)cc2)cc1 | -0.1 | 9 | 4 | 0.2
COc1ccc(-n2c(=O)[nH]cc(C(=O)Nc3ccc(C(N)=O)cc3)c2=O)cc1 | -0.5 | 9 | 14 | 0.2
O=C(/C=C\c1ccco1)NCC1OCCc2ccccc21 (stereo not given) | -0.8 | -18 | -2 | -0.2
CNC(=O)COC(=O)c1cncc(Br)c1 | 0.3 | -7 | -2 | -0.1
CCOc1ccc2[nH]cc(NC(=O)NCCCN3CCOCC3)c(=O)c2n1 | 0.1 | 5 | 4 | 0.1
FC(F)(F)c1ccc(Cn2cnc3c(Nc4ccc(N5CCOCC5)cc4)nc(Nc4ccc(C(F)(F)F)cc4)nc32)cc1 | -0.6 | 1 | 10 | 0.0
CCSc1nnc(NC(=O)c2ccc(F)cc2)s1 | -1.4 | -38 | -2 | -0.2
COc1cc2nc(/C=C\c3ccc(F)cc3)n(-c3ccc(C)cc3)c(=O)c2cc1OC | -1.0 | -7 | 6 | 0.9
Cc1cc(C)n2c(SCc3ccccc3)nnc2n1 | -1.3 | -9 | 18 | 0.1
O=C1OC(c2ccc(Cl)c([N+](=O)[O-])c2)=N/C1=C\c1cc(Br)ccc1F | -1.1 | 1 | 13 | 0.0
Cc1ccc(C)c(C(=O)CSc2nc(N)cc(N)n2)c1 | 0.7 | -2 | 9 | 0.1
O=C1NC2=C(C(=O)N(CCC3=CCCCC3)C2)C(c2ccc(Cl)c(Cl)c2)N1 (stereo not given) | -0.4 | -2 | 15 | 0.2
(further entries)
SMILES | GPR151 ag | TEAD-YAP inh | MITF primary | FBW7 activator
COCCN(C(=S)Nc1cc(F)cc(F)c1)C1CCN(C(C)=O)CC1 | 0.3 | 0 | -4 | -0.1
COc1ccc(C(=O)/C=C/c2c(C)nn(C3CCS(=O)(=O)C3)c2Cl)c(OC)c1 (stereo not given) | 0.1 | 9 | 1 | 0.2
COc1cc2nc(N3CCc4ccccc4C3)nc(Nc3ccc(NC(C)=O)cc3)c2cc1OC | -1.7 | 3 | 13 | 0.4
COc1ccc(S(=O)(=O)NCC(c2ccco2)N2CCOCC2)cc1OC (stereo not given) | 0.0 | -4 | 0 | 0.0
COc1ccc(-c2cc(C(F)(F)F)n3nc(C(=O)Nc4cc(C)on4)cc3n2)cc1OC | -0.5 | 8 | 2 | -0.1
c1nc(NC2CC2)c2[nH]c(Nc3ccc(N4CCOCC4)cc3)nc2n1 | -2.6 | 35* | 17 | 0.0
COc1ccc(CN2CCC(N3CC(C)OC(C)C3)CC2)cc1 (stereo not given) | -1.2 | 1 | 87* | 0.0
CC1CCCC(C)N1CCCNC(=O)c1ccc(N2CCCC2=O)cc1 (stereo not given) | -0.3 | 3 | -6 | 1.2
O=C(Cn1cnc2ccccc2c1=O)NCCC(=O)N1CCC(Cc2ccccc2)CC1 | 0.9 | 1 | -1 | 0.0
Cc1cccc(C)c1OCC(=O)Nc1cc(C(=O)O)cc(C(=O)O)c1 | -1.2 | 5 | 11 | 0.7

A draw from above in order of molar mass, largest number first:
SMILES | GPR151 ag | TEAD-YAP inh | MITF primary | FBW7 activator
COc1cc2nc(N3CCc4ccccc4C3)nc(Nc3ccc(NC(C)=O)cc3)c2cc1OC | -1.7 | 3 | 13 | 0.4
O=C(Cn1cnc2ccccc2c1=O)NCCC(=O)N1CCC(Cc2ccccc2)CC1 | 0.9 | 1 | -1 | 0.0
COc1ccc(C(=O)/C=C/c2c(C)nn(C3CCS(=O)(=O)C3)c2Cl)c(OC)c1 (stereo not given) | 0.1 | 9 | 1 | 0.2
COc1ccc(S(=O)(=O)NCC(c2ccco2)N2CCOCC2)cc1OC (stereo not given) | 0.0 | -4 | 0 | 0.0
c1nc(NC2CC2)c2[nH]c(Nc3ccc(N4CCOCC4)cc3)nc2n1 | -2.6 | 35* | 17 | 0.0
COc1ccc(CN2CCC(N3CC(C)OC(C)C3)CC2)cc1 (stereo not given) | -1.2 | 1 | 87* | 0.0

More results follow:
SMILES | GPR151 ag | TEAD-YAP inh | MITF primary | FBW7 activator
COc1ccc(-c2nnc3sc(CN4CCCCC4)cn23)cc1 | 0.7 | 6 | 7 | 0.0
CC(C)(C)n1nc2c(c1NC(=O)c1cc(Cl)ccc1[N+](=O)[O-])CS(=O)(=O)C2 | -0.1 | 10 | 11 | 0.0
COc1ccc(C2(CC(=O)NCc3nc(C)cs3)CC(=O)N(C3CCCC3)C2=O)cc1 (stereo not given) | 1.0 | -61 | -19 | -0.2
COc1cccc2c1OCCCN(C1CCC(=O)N(Cc3cccc(C)c3)CC1)C2 (stereo not given) | 1.4 | -2 | -17 | -0.1
Cc1cccc2cc(CN(Cc3ccco3)Cc3nnnn3C(C)(C)C)c(=O)[nH]c12 | 6.2* | 2 | 3 | 0.3
COc1cccc(CNC(=O)c2nc3ccc(-c4ncnc5[nH]ccc45)cc3c(=O)[nH]2)c1 | 1.0 | -9 | -3 | -0.1
CC(C)c1ccccc1OCC(=O)Nc1ccccc1[N+](=O)[O-] | 0.6 | 1 | 7 | 0.0
CN(Cc1n[nH]c2c1CCCC2)C(=O)COc1ccc(N(C)Cc2ccc(F)cc2)nn1 | -1.4 | 22 | 11 | 0.7
O=C(CN1Cc2ccccc2OC(c2ccccc2)C1)NCCn1cncn1 (stereo not given) | 1.8 | -5 | 7 | -0.2
CSc1cccc(NC(=O)/C=C/c2ccc(F)cc2)c1 | -0.9 | -59 | -3 | -0.1
CCn1c(SCC(=O)N2CCCC2)nnc1-c1cccs1 | 0.8 | 5 | 0 | 0.1
COc1ccc(S(=O)(=O)NCCNc2cc(N3CCCC3)nc(C)n2)c(C)c1C | 1.6 | 7 | 6 | 0.0
CC(C)c1ccc(NC(=O)c2ccc(F)c(S(=O)(=O)NCC3CCCO3)c2)cc1 (stereo not given) | 1.2 | 17 | 3 | 0.1
CC(=O)Nc1ccc(OCC(O)CN2CCN(c3ccc(F)cc3)CC2)cc1 (stereo not given) | -0.4 | 3 | -1 | -0.1
CCc1ccc(C2C(C#N)=C(N)Oc3n[nH]c(C(C)(C)C)c32)cc1 (stereo not given) | 0.5 | 4 | -3 | -0.1
Cc1ccc(S(=O)(=O)N(CCc2ccccc2)CC(=O)Nc2cc(C)ccc2C)cc1 | -0.8 | -6 | -15 | 0.1
COc1cc(NC(=O)/C(=C\c2ccc(C)o2)NC(=O)c2ccccc2)cc(OC)c1 | 1.0 | -12 | -7 | 0.1
Cc1ccc(S(=O)(=O)C(CNC(=O)C(=O)NCC2CCCO2)c2ccco2)cc1 (stereo not given) | -0.1 | 9 | 14 | 0.7
O=C(Nc1ccc(Cl)cc1F)c1cc(S(=O)(=O)NCCc2ccccc2)ccc1F | -5.4 | 9 | 5 | -0.1
COc1ccc2c(c1)CCN(C(=O)c1nnn(-c3nc4c(s3)CCCC4)c1C)C2 | 3.2 | 16 | 6 | -0.1
O=C(N/N=C/c1ccc(F)cc1)c1cccc(NC(=O)c2cccc([N+](=O)[O-])c2)c1 | 1.2 | -19 | 6 | 0.9
Cn1nc(C(=O)N2CCCC(N3CCOCC3)C2)c2ccccc2c1=O (stereo not given) | -0.1 | 9 | 7 | 0.1
Cc1cccc(-c2noc(CNC(=O)NC3CCCCC3)n2)c1 | 0.1 | 5 | -4 | -0.1
CCOC(=O)c1ccc(-n2c(=S)sc3c2nc(SCC(=O)NCc2ccco2)n2c4ccccc4nc32)cc1 | -0.9 | -4 | -4 | 0.0
CCOc1ccc(S(=O)(=O)Nc2c(C)cc(C)cc2C)c2cccnc12 | -0.3 | 2 | 5 | -0.1
CCN(CC)C(=O)C1CCCN(c2cc(C(=O)NCc3nc4ccccc4[nH]3)ccn2)C1 (stereo not given) | 6.6* | 2 | 2 | 0.0
Cc1nc(C23CC4CC(CC(C4)C2)C3)c(C)s1 | 0.1 | 2 | -2 | -0.1

Part of the list above, set out differently:
| Molecule | GPR151 ag | TEAD-YAP inh | MITF primary | FBW7 activator |
| --- | --- | --- | --- | --- |
| Cn1nc(C(=O)N2CCCC(N3CCOCC3)C2)c2ccccc2c1=O (stereo not given) | -0.1 | 9 | 7 | 0.1 |
| Cc1cccc(-c2noc(CNC(=O)NC3CCCCC3)n2)c1 | 0.1 | 5 | -4 | -0.1 |
| CCOC(=O)c1ccc(-n2c(=S)sc3c2nc(SCC(=O)NCc2ccco2)n2c4ccccc4nc32)cc1 | -0.9 | -4 | -4 | 0.0 |
| CCOc1ccc(S(=O)(=O)Nc2c(C)cc(C)cc2C)c2cccnc12 | -0.3 | 2 | 5 | -0.1 |
| CCN(CC)C(=O)C1CCCN(c2cc(C(=O)NCc3nc4ccccc4[nH]3)ccn2)C1 (stereo not given) | 6.6* | 2 | 2 | 0.0 |

Assay outcomes (PubChem)
